Screening data (PubChem)
VP16 counter: Gal4-VP16 reporter inhibition counter-screen | Drosophila S2 Gal4-VP16 UAS-luciferase, luminescence, 20 h | Potency, µM (series often up to 53.6 µM), without a hit: at the top dose activity, negative = inhibition, hits mostly inhibitors | 3.5% of 310,000 active | AID 2546;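 also: Gal4-VP16 expression switched on by copper sulfate through the metallothionein promoter; potency is read from the fitted curve at half-maximal effect; % is scaled to controls: 0 for no effect and ±100 for the full control effect; nearly all actives have a fitted effect of over 50% in size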
RORg inh: blocks mouse ROR gamma transcriptional activity; 5.4% of 310,000 active; Drosophila S2 Gal4-RORgamma UAS-luciferase reporter, 20 h; Potency, µM (doses to about 53.6 µM), for inactives: at the highest dose activity change, negative = inhibition, actives largely listed as inhibitors; also: potency is read from the fitted curve at half-maximal effect; % is scaled to controls: 0 for no effect and ±100 for the full control effect; nearly all actives have a fitted effect of over 60% in size
Target sequence (P51450 whole entry, looked up, the tested form may be a part): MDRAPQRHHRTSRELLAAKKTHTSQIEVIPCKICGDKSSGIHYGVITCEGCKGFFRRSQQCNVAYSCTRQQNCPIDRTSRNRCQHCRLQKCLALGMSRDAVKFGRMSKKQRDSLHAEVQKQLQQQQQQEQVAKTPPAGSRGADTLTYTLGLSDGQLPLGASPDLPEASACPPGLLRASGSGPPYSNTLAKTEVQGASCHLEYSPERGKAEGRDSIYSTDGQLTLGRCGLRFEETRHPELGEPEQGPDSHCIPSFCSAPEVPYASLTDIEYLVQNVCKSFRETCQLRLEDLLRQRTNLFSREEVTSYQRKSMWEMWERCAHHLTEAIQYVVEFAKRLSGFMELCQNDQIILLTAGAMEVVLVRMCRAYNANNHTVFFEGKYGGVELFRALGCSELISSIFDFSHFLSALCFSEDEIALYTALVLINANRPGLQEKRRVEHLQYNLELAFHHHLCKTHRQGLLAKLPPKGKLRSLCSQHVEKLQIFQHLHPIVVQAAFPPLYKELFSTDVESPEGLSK
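Luminescence from a UAS-regulated Photinus luciferase reporter in stably transfected Drosophila Schneider cells is measured; decreased signal marks ROR gamma inhibition. Fusion expression is induced by 700 uM copper sulfate for 20 hr.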
Giardia kill: Giardia lamblia killing | activity change, % at 7.66 µM, hits read low | 0.15% of 340,000 active | Giardia lamblia trophozoite viability; in the data active = activity change below about -80%; inconclusive = between about -30% and that limit;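 also: parasites exposed to compound for two days anaerobically before the ATP read; % is scaled to controls: 0 for no effect and ±100 for the full control effect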
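Media and compound were dispensed first, then trophozoites at 100 cells/well; plates sat 48 hrs at 37 deg C without oxygen before ATP luminescence reagent was added and read after 15-30 min at room temperature.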
FLuc modulator: inhibits or activates purified firefly luciferase, miR-21 counter-screen; Potency, µM (titrated, usually from 57.5 µM), for inactives: at the top dose activity change, negative = inhibition, actives largely listed as inhibitors; 6.9% of 360,000 active; purified FLuc, Km substrates, luminescence inhibition; P08659;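 also: potency is read from the fitted curve at half-maximal effect; plate controls were vehicle for no effect and reference inhibitor for full effect; nearly all actives have a fitted effect of over 55% in size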
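Biochemical qHTS of compounds, final roughly 60 µM downward over six points, against 10 nM purified firefly luciferase using Km concentrations of substrates (10 uM D-luciferin, 10 uM ATP) in Tris acetate pH 7.5 buffer; luminescence output.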
NPC1 prom act: activates the NPC1 promoter | Huh7 NPC1 promoter luciferase reporter, 24 h | Potency, µM (doses to about 9.22 µM), for inactives: top-dose activation, most hits filed as activators | 2.4% of 320,000 active;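 also: potency is read from the fitted curve at half-maximal effect; % of control where 0% means no effect; nearly all actives have a fitted effect of over 60% in size; reporter is driven by a mutant NPC1 promoter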
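Luminescence read-out of NPC1 promoter-driven luciferase in stably transfected Huh7 cells; compounds delivered in DMSO and left 24 h at 37C, 5% CO2, qHTS titration format.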
PKM2 activator: increases activity of human pyruvate kinase M2 | purified PKM2, Kinase-Glo ATP luminescence, activation; response scale: 0% is enzyme alone, no compound | Potency, µM (series often up to 57.5 µM), for inactives: at the highest dose activation, usual class: activators | 0.34% of 260,000 active | AID 1631; also: potency is read from the fitted curve at half-maximal effect; % is scaled to controls: 0 for no effect and ±100 for the full control effect; nearly all actives have a fitted effect of over 55% in size
Target sequence (P14618 whole entry, looked up): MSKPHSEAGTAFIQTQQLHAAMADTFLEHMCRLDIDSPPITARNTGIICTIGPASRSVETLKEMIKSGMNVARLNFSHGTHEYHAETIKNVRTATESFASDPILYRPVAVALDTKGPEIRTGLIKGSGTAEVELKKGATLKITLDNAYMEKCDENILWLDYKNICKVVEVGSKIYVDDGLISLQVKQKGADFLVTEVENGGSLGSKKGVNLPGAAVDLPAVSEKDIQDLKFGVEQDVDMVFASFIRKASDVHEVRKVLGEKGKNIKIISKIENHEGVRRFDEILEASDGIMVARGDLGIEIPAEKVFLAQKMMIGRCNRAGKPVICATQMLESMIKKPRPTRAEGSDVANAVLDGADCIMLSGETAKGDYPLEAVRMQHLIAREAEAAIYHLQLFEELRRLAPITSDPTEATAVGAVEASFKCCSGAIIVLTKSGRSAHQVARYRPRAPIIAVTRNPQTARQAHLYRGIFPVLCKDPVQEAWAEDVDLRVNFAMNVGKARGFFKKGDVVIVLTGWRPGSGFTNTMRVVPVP
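Purified hPK-M2 (>95%) run at intermediate activity with 0.1 mM ADP and 0.5 mM PEP in 50 mM imidazole pH 7.2, KCl, MgCl2; 1 h room temperature. ATP formed read by Kinase-Glo luminescence; normalized to uninhibited and no-enzyme controls.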
Menin MLL FP TR: displaces Texas Red mutant MLL peptide from human menin; 0.23% of 270,000 active; O00255; Menin + Texas Red MLL mutant peptide, fluorescence polarization; Potency, µM (titrated, usually from 61.6 µM), without a hit: at the highest dose FP activity change, negative = inhibition, actives largely listed as inhibitors; active = well fitted inhibition curve with a large enough effect in the polarisation, with a control signal flat, not every such curve was filed as active; inconclusive = small, poorly fitted or top-dose-only effect, or effect the other way, or a change in a side signal; inactive = no such curve, though single readings can be large or run the other way; the % refers to the polarisation; also: potency is read from the fitted curve at half-maximal effect; % of control where 0% means no effect; many of its hits are not listed in these tables
p53 reactivator: restores transcriptional activity of mutant p53 | H1299 p53-A138V BP100-luciferase reporter, luminescence, 24 h | Potency, µM (series often up to 92.2 µM), for inactives: at the highest dose activity change, positive = activation, hits mostly activators | 0.063% of 320,000 active | AID 504706; also: potency is read from the fitted curve at half-maximal effect; % of control where 0% means no effect; nearly all actives have a fitted effect of over 45% in size
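H1299 (p53-null), stable ts p53-A138V + BP100-Luc; 1000 cells/well, Opti-MEM/10% FBS; cpd 4 pt, 1:5; 24 h, 37 deg C, 5% CO2; detection reagent 10 min RT; luminescence.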
Rab9 prom act: activators of Rab9 promoter. Huh7 Rab9 promoter-luciferase reporter, luminescence, 24 h. Potency, µM (highest dose often 9.22 µM), for inactives: top-dose activation, negative = inhibition, hits mostly activators. 2.8% of 320,000 active; also: potency is read from the fitted curve at half-maximal effect; % of control where 0% means no effect; nearly all actives have a fitted effect of over 60% in size
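Promoter activation is measured as luciferase luminescence in Huh7 cells stably transfected with a Rab9 promoter–luciferase construct, following 24 h compound exposure at 37 °C and 10 min reagent incubation at ambient temperature.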
BRCA1 expr act: increases BRCA1 expression. 1.1% of 380,000 active. Potency, µM (doses to about 46.1 µM), for the others: at the top dose activation, most hits filed as activators. MCF7-BRCA1-FFLuc reporter, luminescence, 48 h; response scale: scaled: vehicle 0%, 10 µM genistein 100%; also: potency is read from the fitted curve at half-maximal effect; nearly all actives have a fitted effect of over 80% in size; some results filed as inactive show a strong effect at the top dose
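MCF7-BRCA1-FFLuc, 2000 cells/well; 2 h attach, 37 °C/5% CO2; compound 48 h; luciferase substrate 15 min; luminescence end-point. Norm. to genistein 10 microM max activation and DMSO; concentration-response curves fitted.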
ELG1 genotoxic: inducers of genotoxicity in HEK293T ELG1-luciferase cells | HEK293T ELG1-luciferase reporter, luminescence, 16 h | 1.3% of 330,000 active | AID 504466 | Potency, µM (titrated, usually from 46 µM), without a hit: at the top dose activity change, positive = activation, most hits filed as activators; also: potency is read from the fitted curve at half-maximal effect; % of control where 0% means no effect; nearly all actives have a fitted effect of over 60% in size
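Luminescence read-out: rising ELG1-luciferase signal, reflecting elevated ELG1 protein under genetic stress, flags genotoxic compounds. Cells were treated for 16 hr at 37 °C before ONE-Glo detection.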
* hit, by the source's call; ? = inconclusive; . = not tested or not shown; [ ] = remark or other dose. Unless noted, calls follow the shape of the dose curve; as a rule, active = well fitted curve in the direction sought with a large enough effect; inconclusive = small, poorly fitted or top-dose-only effect, or another doubt; inactive = no such curve, though single readings can be large; an effect the other way counts as inactive or inconclusive. An excerpt; the hit share may differ from the screen's.

SMILES	VP16 counter	RORg inh	Giardia kill	FLuc modulator	NPC1 prom act	PKM2 activator	Menin MLL FP TR	p53 reactivator	Rab9 prom act	BRCA1 expr act	ELG1 genotoxic
C#CCOCCOCCOCCNc1nc(N2CCN(C(=O)[C@H](C(C)C)n3cc(CCO)nn3)CC2)nc(N2CCN(C(=O)[C@H](CCCCN)n3cc(CCCC)nn3)CC2)n1	-5.2%	-14.4%	-21.3	?	-3.4%	2.9%	-29.5%	-2.4%	0.2%	0.0%	2.9%
Cc1nc(N2CCN(c3ccccc3)CC2)[nH]c(=O)c1CCC(C)C	-10.5%	-0.1%	-4.6	-2.6%	6.6%	1.8%	-16.5%	1.9%	-11.5%	4.4%	2.9%
Cc1coc2c(C)c3oc(=O)c(CCC(=O)NCCN4CCOCC4)c(C)c3cc12	-12.7%	-27.8%	-4.5	0.5%	-3.1%	-5.6%	-21.9%	7.4%	-0.6%	-7.6%	-0.7%
CC1CCN(C(=O)/C=C/c2ccc(C(C)(C)C)cc2)CC1	-0.8%	?	0.8	15.1µM*	18.0%	-6.3%	-11.3%	?	28.9%	51.8%	?
COc1ccccc1CNC(=O)c1c(-c2ccccc2)nn(-c2ccccc2)c1C	3.9%	-0.7%	-13.1	4.6%	-1.9%	-1.4%	?	-5.5%	1.1%	2.8%	-9.0%
CCOC(=O)/C(=N\Nc1ccc(Cl)cc1)c1csc(Nc2ccccc2)n1	-10.6%	-2.7%	-0.3	?	7.7%	12.4%	?	-14.4%	0.6%	-55.0%	-5.2%
Cc1nnc(SCC(=O)Nc2ccc(Cl)cn2)[nH]c1=O	23.7%	-5.1%	-29.8	3.8%	-5.6%	0.7%	3.1%	-8.0%	-1.6%	-16.0%	-0.4%
Brc1cccc(CNc2nc3ccccc3n2CCN2CCOCC2)c1	?	?	15.9	-1.3%	1.4%	-9.0%	-6.3%	-6.7%	-7.1%	-0.1%	-6.8%
CN1C(=O)C(C)(C)c2cc(S(=O)(=O)NCc3ccc(C(=O)NCc4ccco4)cc3)ccc21	6.4%	7.5%	8.5	1.8%	-0.9%	-0.5%	-23.7%	.	-1.5%	2.3%	4.7%
Cn1ccc(C(=O)N/N=C/c2ccccc2[N+](=O)[O-])n1	14.1%	19.2%	-5.8	?	?	7.0%	.	7.5%	?	51.7%	16.7%
O=C(c1cccc(Br)c1)c1conc1C(=O)c1ccco1	?	35.6%	-1.5	-13.9%	0.3%	0.0%	7.4%	-5.3%	-1.2%	32.9%	-0.5%
CCC(=O)NCCCOc1ccccc1	-3.7%	-6.1%	0.1	0.3%	-2.8%	-3.2%	17.3%	4.8%	-4.0%	24.2%	0.7%
CCOC(=O)c1ccc(NNC(C)=O)c([N+](=O)[O-])c1	5.7%	0.6%	0.8	-12.2%	-2.1%	0.6%	6.8%	0.5%	-2.6%	1.2%	-0.1%
COc1ccc(C2CC(c3ccc(C)cc3)=NN2C(=O)c2ccccc2)cc1 (stereo not drawn)	-5.5%	-36.0%	-23.5	2.5%	-0.3%	.	?	3.5%	-0.2%[1.84 µM]	-36.6%	-6.7%
O=C(COc1ccc(F)cc1)N(Cc1cccc(Br)c1)C1CCS(=O)(=O)C1 (stereo not drawn)	9.2%	34.9%	?	-1.2%	-2.7%	.	.	-1.0%	-2.9%	-8.4%	-0.6%
CCn1c(SCC(=O)Nc2cccc(O)c2)nc2c1c(=O)n(C)c(=O)n2C	-7.4%	-4.7%	11.0	3.1%	-0.3%	1.12µM*	?	-6.9%	-4.3%	8.1%	-36.2%[inhibitor]
O=C(OCCN=C1NS(=O)(=O)c2ccccc21)c1cccnc1	-1.5%	5.8%	6.1	-0.1%	-5.5%	0.1%	?	-13.2%	3.9%	-40.2%	-0.1%
COc1cc(CC(=O)OCC(=O)Nc2cc([N+](=O)[O-])ccc2Cl)cc(OC)c1OC	-9.1%	6.7%	-26.6	-3.0%	-1.3%	-3.3%	-5.0%	1.5%	5.6%	-1.1%	-2.1%
O=C(CN1CCCCCC1)Nc1ccccc1[N+](=O)[O-]	9.2%	2.2%	1.0	2.4%	2.3%	-1.6%	-4.0%	.	4.4%	-8.6%	-2.1%
Fc1ccc(-c2ccc(CNCc3ccccn3)o2)cc1	-5.3%	-0.3%[1.91 µM]	11.4	23.9µM*	27.3%	-3.4%	-17.6%	18.2%	5.1%	?	?
O=C(C[n+]1ccccc1)N/N=C/c1ccc(C(=O)O)cc1	.	.	-20.9	2.1%	-0.3%	.	.	-4.9%	-2.5%	3.4%	2.0%
COc1ccccc1NS(=O)(=O)c1ccc(Cl)cc1	1.7%	41.3%	-7.0	4.0%	0.2%	-0.4%	-0.5%	8.9%	4.5%	6.7%	0.7%
Cc1nc(C(C)(C)O)n(-c2ccccc2)n1	-7.0%	-15.5%	22.0	4.8%	0.0%	-1.2%	2.7%	-15.6%	4.6%	0.0%	-0.3%
Cc1cc(C)cc(NC(=O)CCn2ccnc2)c1	6.7%	-13.2%	3.2	-1.2%	-6.4%	-0.1%	1.0%	5.3%	-0.9%	-40.1%	0.7%
CC(C)N1CC(COc2ccc(Br)cc2)OC1=O (stereo not drawn)	-4.6%	11.5%	-8.0	-0.9%	-1.3%	.	-12.8%	-0.9%	-1.5%	21.7%	0.3%

Later entries.
SMILES	VP16 counter	RORg inh	Giardia kill	FLuc modulator	NPC1 prom act	PKM2 activator	Menin MLL FP TR	p53 reactivator	Rab9 prom act	BRCA1 expr act	ELG1 genotoxic
COc1ccccc1NC(=O)c1ccc(NC(=O)CN2CCN(C(=O)c3ccco3)CC2)cc1	-0.9%[10 µM]	35.1%	?	-6.1%	-4.4%	-3.6%	-13.4%	-2.6%	-2.6%	-12.9%	-1.7%
CCCC(C(=O)Nc1ccc(S(=O)(=O)Nc2ncccn2)cc1)c1ccccc1 (stereo not drawn)	-11.9%	9.3%	10.9	5.6%	9.6%	0.3%	.	2.6%	3.6%	18.5%	5.6%
COC(=O)c1cscc1S(=O)(=O)Cc1ccccc1	7.5%	9.2%	18.3	2.0%	0.1%	-0.6%	0.4%	.	0.0%	-8.5%	-0.2%
COc1ccc(Cn2c(N)c(C#N)c3nc4ccccc4nc32)cc1OC	-20.2%	-13.0%	14.6	-1.0%	-0.1%	2.8%	-1.1%	-5.2%	-2.4%	-10.9%	11.2%
COc1ccccc1Nc1nc(N)nc(CSc2nccc(C)n2)n1	-1.9%	-6.1%	-13.4	-11.8%	-0.1%	3.1%	-1.4%	-3.4%	13.3%	-20.9%	12.5%
COC(=O)c1scc(C)c1NC(=O)c1ccccc1F	3.7%	4.4%	7.6	-0.6%	-3.3%	.	6.8%	-1.3%	6.9%	-26.9%	3.5%
NCCSC1CC(=O)N(c2ccc(Cl)c(Cl)c2)C1=O (stereo not drawn)	-2.5%	11.8%	-14.0	?	0.0%	-0.2%[11.5 µM]	12.3%	1.7%	21.7%	94.5%	7.6%
Cc1cccc(NC(=O)C23CCC(C)(C2Br)C3(C)C)c1 (stereo not drawn)	-3.1%	-12.2%	4.1	-5.7%	1.3%	-1.1%	7.1%	0.8%	1.9%	-0.9%	-6.1%
CCCC1C(=O)Nc2ccccc2N1C(=O)c1cccc(C)c1 (stereo not drawn)	-3.7%	21.1%	-10.3	0.1%	-2.5%	.	?	-4.6%	0.8%	3.6%	-4.3%
O=c1cc(N2CCCCC2)c(-c2ccccc2)nn1Cc1ccc(F)cc1	-0.4%	0.2%	1.5	-7.7%	5.7%	-3.3%	?	-0.3%	-0.1%	-8.7%	-1.7%
COc1cccc2cc(C(=O)CS(=O)(=O)c3ccc(C)cc3)c(=O)oc12	1.4%	-38.9%	5.4	?	-4.5%	.	.	6.9%	0.7%	-5.4%	5.0%
COc1ccc(C2=NS(=O)(=O)N(C)C(C(=O)N3CCC(C)CC3)=C2)cc1	-6.3%	20.1%	2.8	-0.7%	-5.5%	3.3%	1.3%	11.2%	-10.8%	-26.7%	-4.8%
COc1ccc2nc(C)cc(SCC(=O)N/N=C/c3ccccc3)c2c1	9.9%	-4.9%[10 µM]	?	-2.4%	-1.9%	3.0%	-13.1%	-6.1%	-3.6%	-36.9%	-1.1%
C/C=C(/C)C(=O)Nc1cccc(C2=NOC3(C2)C[C@@H](C(N)=O)N(C(=O)CC)C3)c1 (stereo partly drawn)	1.3%	-20.0%	-16.3	-0.9%	-3.5%	-0.1%	.	-1.9%	-0.9%	10.9%	2.7%
Cc1nnc(NC(=O)CSc2nnc(CNC(=O)c3ccccc3)o2)s1	-0.2%	-24.1%	-8.8	-2.1%	-0.9%	7.3%	20.3%	0.6%	8.8%	-4.1%	4.8%
